# Platelet DG rel = platelet dense granule release activity. human platelet-rich plasma, SFLLRN dense granule ATP release, luminescence. inhibition, %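 (compounds screened at 7.5 µM in platelet-rich plasma)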. hit rate 0.22% among 300,000. AID 1663;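 active = mean replicate score, as percent of positive control, at or above 50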
# aSyn UTR inh = MLPCN primary screen, SNCA 5' untranslated region. alpha-synuclein 5'UTR reporter, inhibitor activity. inhibition, % (tested at 7.5 µM). hit rate 0.82% among 300,000. AID 1813; in the data active = inhibition above about 60%;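 also: H4 neuroglioblastoma cells stably carrying SNCA 5'UTR luciferase fusion; 0% = DMSO wells and 100% = positive control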
# HSP90 refold inh = HSP90 refolding inhibition in rabbit reticulocyte lysate | inhibition, % at 5.6 µM | hit rate 0.91% among 290,000 | luciferase refolding luminescence, 3 h;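 active = inhibition above the screen-wide mean plus 3 SD, computed separately per campaign, cut at about 16% in these data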;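 also: 0% = DMSO wells and 100% = 60 µM geldanamycin wells; inhibitors lower the luminescence because luciferase stays unfolded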
# HSF1 inhib = HSF1 inhibition. hit rate 0.77% among 300,000. NIH3T3-HGL HSE-luciferase, MG132-induced, luminescence 8 h; stronger effect = lower value. activity change, negative = inhibition, % at 7.5 µM (by protocol). AID 2098;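 active = more than half of replicate wells show activity change below -50%, luminescence cut by over half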;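 also: luciferase reports HSF-1 transcriptional activity via heat shock element; 0% = median of DMSO wells and -100% = zero luminescence signal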
# GSK3beta inhib = human GSK3beta kinase inhibition. P49841. GST-GSK3beta kinase, ADP-Glo luminescence, 60 min; stronger effect = lower value. activity score (negative = inhibition), % at 10 µM. hit rate 0.038% among 300,000. AID 2097;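 active = more than half of replicate wells score below -50%, meaning over 50% inhibition versus plate controls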;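 also: 0% = median DMSO wells and -100% = median GW8510 positive control wells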
# Target sequence (P49841 whole entry, looked up): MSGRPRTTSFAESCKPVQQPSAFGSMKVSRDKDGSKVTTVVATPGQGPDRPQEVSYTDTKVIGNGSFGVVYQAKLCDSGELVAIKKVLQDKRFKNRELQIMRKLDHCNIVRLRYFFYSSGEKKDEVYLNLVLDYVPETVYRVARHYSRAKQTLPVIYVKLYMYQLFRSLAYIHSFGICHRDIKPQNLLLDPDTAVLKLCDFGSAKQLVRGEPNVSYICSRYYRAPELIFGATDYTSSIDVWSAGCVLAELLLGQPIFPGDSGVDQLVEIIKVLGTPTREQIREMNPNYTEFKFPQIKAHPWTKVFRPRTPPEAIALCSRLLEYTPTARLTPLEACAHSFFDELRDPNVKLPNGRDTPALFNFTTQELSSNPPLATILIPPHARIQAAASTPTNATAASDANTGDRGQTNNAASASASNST
#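 Assay system: GST-fused GSK3beta enzyme, cell-free / Medium: Tris pH 7.5 buffer with MgCl2, DTT, BSA, heparin / Also added: peptide substrate plus 25 µM ATP (final) / Compound: 10 µM single point / Timing: kinase reaction with compound 60 min at room temperature / Detection: ADP-Glo luminescence / Benchmarks: DMSO neutral wells and GW8510 at 20 µM as positive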
# GSK3A inh = inhibitors of human GSK-3 alpha kinase; hit rate 0.1% among 320,000; inhibition, % at 10 µM; P49840; AID 2650; ADP-Glo luminescence, 60 min;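 in the data active = inhibition above about 50%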;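 also: GST-tagged GSK-3 alpha with peptide substrate and 25 µM ATP; 0% = DMSO neutral wells and 100% = GW8510 positive control wells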
# Target sequence (P49840 whole entry, looked up): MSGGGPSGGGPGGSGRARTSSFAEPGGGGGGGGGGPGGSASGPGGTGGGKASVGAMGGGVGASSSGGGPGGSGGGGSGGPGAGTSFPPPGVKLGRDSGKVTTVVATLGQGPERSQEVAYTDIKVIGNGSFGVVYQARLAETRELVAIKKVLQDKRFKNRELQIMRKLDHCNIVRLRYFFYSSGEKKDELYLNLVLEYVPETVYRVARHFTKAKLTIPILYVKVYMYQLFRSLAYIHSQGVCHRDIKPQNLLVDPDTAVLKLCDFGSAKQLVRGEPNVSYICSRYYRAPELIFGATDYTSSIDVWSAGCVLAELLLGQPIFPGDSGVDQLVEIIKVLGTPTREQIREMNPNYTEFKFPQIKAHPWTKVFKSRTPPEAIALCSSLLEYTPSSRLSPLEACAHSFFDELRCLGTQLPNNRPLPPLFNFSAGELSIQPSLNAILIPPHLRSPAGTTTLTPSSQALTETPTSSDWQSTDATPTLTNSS
# KLF5 inhibitor = kruppel-like factor 5 inhibition | DLD-1 KLF5 promoter-luciferase reporter, luminescence | inhibition, % at 5 µM | hit rate 0.23% among 290,000 | AID 1700;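 active = inhibition above a per-plate limit of that plate's mean compound inhibition plus 3 SD, cut at about 60% in these data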;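 also: 0% = DMSO wells and 100% = LY294002 at 200 µM; higher means less KLF5 promoter-driven luciferase light; inactives centre near -14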
# Dyrk1A ADPGlo = blocks rat Dyrk1A kinase activity; ADP-Glo luminescence, NFATc1 peptide; inhibition, % at 12.5 µM; hit rate 0.43% among 310,000; AID 504441; in the data active = inhibition above about 50%;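 also: plate controls were vehicle with enzyme for no effect and no enzyme for full effect; many of its hits are not listed in these tables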
# HSF1 activator = increases HSF-1 driven luciferase reporter signal; NIH3T3-HGL HSF-1 luciferase reporter, MG132, 8 h; 100% = twice DMSO control signal; AID 504408; hit rate 1.7% among 300,000; activation, % at 9 µM;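 active = mean replicate activation of at least 50% with a set share of replicates each reaching 50%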;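 also: 0% = median of the neutral control wells and 100% = twice that signal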
# IEC-6 cytotox = IEC-6 cytotoxicity, counter-screen for KLF5 inhibitors. luminescence viability. inhibition, % at 5 µM. hit rate 0.78% among 290,000; in the data active = inhibition above about 22%;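 also: 0% = plate median of test compound wells and 100% = cytotoxic reference compound wells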
# * marks the source's active call; other numbers are inactive results; . = no result given.
# Screens in order – Platelet DG rel	aSyn UTR inh	HSP90 refold inh	HSF1 inhib	GSK3beta inhib	GSK3A inh	KLF5 inhibitor	Dyrk1A ADPGlo	HSF1 activator	IEC-6 cytotox
CC[C@@]12C(=O)N(c3ccc(C)cc3)C(=O)N1[C@H](c1ccc(OC)cc1)[C@@H]1C(=O)N(C(C)(C)C)C(=O)[C@@H]12
  1	-18	-8	5	0	-4	-1	10	-15	0
C(=N\Nc1nc2ccccc2s1)/c1ccc2c(c1)OCO2
  2	-190	-4	14	2	2	-113	-4	41	3
C=CCNC(=S)Nc1sc2c(c1C(N)=O)CCCC2
  -2	-19	-4	-6	-1	11	-41	.	2	3
COc1ccccc1CNC(=O)c1cc2c(s1)CS(=O)(=O)C2
  -5	9	4	.	-5	1	16	-4	.	-3
COc1ccc(NC(=O)c2ccc(C#N)cc2)cc1NS(=O)(=O)c1ccc(F)cc1
  -5	27	-3	2	1	-2	10	-2	5	-6
COc1ccc(C(=O)Nc2ccc(S(=O)(=O)Nc3nccc(C)n3)cc2)cc1OC
  -1	25	4	3	-2	.	-14	13	16	1
O=C(NCCc1nnc2ccc(NCc3ccc(Cl)cc3)nn12)c1ccccc1
  16	-6	20*	-2	2	-3	-25	0	-18	2
CC(C)N1CCC(N2CCN(Cc3ccc(-c4ccc(Cl)cc4)o3)CC2CCO)CC1 (stereo not drawn)
  -4	-58	4	-10	0	-2	-16	25	0	-3
COC(=O)[C@@H]1C[C@@]2(O)[C@H](O)[C@H](O)[C@H](O)C[C@H]2N1Cc1ccc(C)s1
  -3	-5	.	1	3	0	.	4	2	.
COc1ccc(OC)c(S(=O)(=O)N2CCCC(C(=O)N3CCC(C(N)=O)CC3)C2)c1 (stereo not drawn)
  -6	1	.	-1	0	0	.	1	0	.
Cc1ccc(NC(=O)c2ccc3c(c2)CCN3S(C)(=O)=O)cc1C
  1	-112	-3	22	.	-2	-124	4	40	-1
COc1cc(C(=O)OCC(=O)NCCCc2ccccc2)ccc1OCC(C)C
  -1	4	2	-4	2	-1	-6	-5	-15	-1
CCCCSc1nc2c(cnn2-c2ccccc2)c(=O)n1N
  7	-119	-1	20	1	-2	-220	0	35	6
Cc1cccc2[nH]c3c(N4CCC5(CC4)OCCO5)ncnc3c12
  -1	-13	-1	-5	-1	2	-6	30	-11	18
COC(=O)CN1C(=S)N(c2ccc(Cl)cc2)C(=O)C1CC(=O)Nc1ccccc1 (stereo not drawn)
  9	8	0	0	-1	1	-29	5	2	9
COc1ccc(Cl)cc1NC(=O)Nc1ccccc1C(N)=O
  5	1	-6	11	-1	-2	-23	-3	26	-2
CCn1cc(C(=O)NC(C)CCc2ccccc2)c(=O)c2cc(S(=O)(=O)N(C)C)ccc21 (stereo not drawn)
  6	29	-1	-2	0	-2	-40	2	12	4
COc1ccc(OC(C)C(=O)Nc2cccc(OC)c2)cc1 (stereo not drawn)
  1	-17	17*	-5	-2	2	2	6	6	8
CCc1ccc(OCCn2cccn2)cc1
  -3	-28	6	-15	-1	-2	-9	-1	-30	-1
COC(=O)c1ccsc1-n1cc(C#N)c(=O)n(C)c1=O
  -1	-7	3	-10	1	0	8	0	-9	7
Clc1ccc(OCc2noc(-c3ccsc3)n2)c(Cl)c1
  -4	-170	0	26	1	-4	-113	-3	48	4
CC(NC(=O)OCc1ccccc1)C(=O)N1CC(O)CC1C(=O)O (stereo not drawn)
  3	7	-2	0	5	.	-21	2	6	0
CC(C)c1cc(-c2cc(C(=O)Nc3ccccc3)on2)nc(NCC2CC2)n1
  -2	12	.	-5	3	-3	.	.	5	.
CCC(=O)Oc1c(C(=O)CC)cc2c(C)cc(=O)oc2c1C
  -20	24	-7	-10	-1	4	3	0	9	2
CN(C)c1cccc2c1c(NS(=O)(=O)c1cn(C)cn1)nn2C
  5	10	3	-6	-2	0	-26	-6	3	-4
O=[N+]([O-])c1ccc2c(c1)nc(CO)n2Cc1ccccc1
  -1	9	-3	-1	0	-1	-14	-2	5	-2
CCn1c(C(=O)O)c(CC(=O)Nc2ccccc2OC)c2ccccc21
  -1	4	1	-42	6	-6	-42	2	-54	-2
COc1ccc(-c2csc(N(C)C(=O)c3cccs3)n2)cc1
  -23	-126	-1	24	-6	1	-30	-1	43	1
CCOc1ccc2c(c1)sc(N)[n+]2Cc1cc(C)cc2cccnc12
  6	55	5	-11	-3	0	76*	1	-8	76*
CC(=O)C1=C(C)N(Cc2ccccc2)C(=O)N[C@H]1c1cccc(F)c1
  3	15	.	-1	2	-1	.	2	-20	.
COc1ccc(/C=C/C(=O)N2CCN(C)CC2)cc1S(=O)(=O)N1CCCCC1
  -1	.	-4	.	2	-1	-20	-1	.	-6
O=S(=O)(Nc1cccc(S(=O)(=O)N2CCOCC2)c1)c1ccc2c(c1)OCCO2
  0	3	1	-3	-1	-1	-15	6	-15	-5
CCc1ccc2c(c1)C1(C(=O)N2)N2CCCC2C(C(=O)c2ccc3ccccc3c2)C12C(=O)Nc1ccccc12 (stereo not drawn)
  2	-127	-3	40	2	0	1	-3	65*	-9
COc1cc(-c2nc(=S)[nH][nH]2)cc(OC)c1OC
  -3	1	5	11	1	0	10	-1	-2	-2
CCOC(=O)c1cccc(NC(=O)C2CCN(S(=O)(=O)c3cccs3)CC2)c1
  -4	12	5	17	.	-6	-4	3	9	0
COc1ccc2c(c1)SC(C)CC2=O (stereo not drawn)
  -4	-2	2	-4	0	-1	-1	-3	-12	-2
COc1ccc(NC(=O)/C(C#N)=C/c2ncc([N+](=O)[O-])n2C)c(OC)c1
  0	1	-1	3	0	-1	-25	3	5	8
Cc1cc2ncn(CCC(=O)NC3CCCC3)c2cc1C
  -1	5	2	.	1	0	-24	0	.	3
COc1ccc(Cl)cc1C(=O)NC(=S)Nc1ccccc1N1CCOCC1
  6	10	-1	-8	2	2	-44	0	-19	-2
O=C1CC(c2ccc(Cl)cc2)n2nc(N3C(=O)CCC3=O)nc2N1 (stereo not drawn)
  -3	-3	-2	.	1	-1	-8	-1	.	-1
O=C(CN1C(=O)NC2(CCCCCC2)C1=O)c1ccc2c(c1)OCCO2
  1	-154	-2	30	1	-1	-152	-5	43	3
CCC(N)C12CC3CC(CC(O)(C3)C1)C2 (stereo not drawn)
  28	7	0	-8	3	1	-14	-1	-1	-3
c1cncc(CNc2c3c(nc4nnnn24)CCCC3)c1
  -7	-4	-5	-7	1	2	-19	2	-20	-4
CC(=O)Nc1ccccc1-c1nnn(CC(=O)Nc2ccc3c(c2)OCCO3)n1
  -2	9	-4	-6	2	-3	-16	-3	-3	4
O=C(CN1CCCC1)N1c2ccccc2C=Cc2ccccc21
  0	-7	-1	-15	-2	-1	0	-1	-16	-5

# Sorted by heavy-atom count (low to high): part of the list above.
# Screens in order – Platelet DG rel	aSyn UTR inh	HSP90 refold inh	HSF1 inhib	GSK3beta inhib	GSK3A inh	KLF5 inhibitor	Dyrk1A ADPGlo	HSF1 activator	IEC-6 cytotox
CCC(N)C12CC3CC(CC(O)(C3)C1)C2 (stereo not drawn)
  28	7	0	-8	3	1	-14	-1	-1	-3
COc1cc(-c2nc(=S)[nH][nH]2)cc(OC)c1OC
  -3	1	5	11	1	0	10	-1	-2	-2
CCOC(=O)c1cccc(NC(=O)C2CCN(S(=O)(=O)c3cccs3)CC2)c1
  -4	12	5	17	.	-6	-4	3	9	0

# Further structures follow.
# Screens in order – Platelet DG rel	aSyn UTR inh	HSP90 refold inh	HSF1 inhib	GSK3beta inhib	GSK3A inh	KLF5 inhibitor	Dyrk1A ADPGlo	HSF1 activator	IEC-6 cytotox
CN(C)c1ccc(N=Cc2nc(-c3ccccc3)oc2OC(=O)c2cccc(Cl)c2)cc1
  1	-146	0	11	-1	0	-214	-2	9	7
Oc1[nH]c2ccccc2c1C=NCC1CCCO1 (stereo not drawn)
  -2	-17	0	2	-2	1	-4	10	37	-1
COc1cccc(/C=C/C(=O)N(C)CC(=O)Nc2ccc(Cl)c(C(F)(F)F)c2)c1
  -1	-12	.	0	-3	-4	.	6	5	.
COc1cc(CNCc2ccccc2Cl)ccc1OCC(=O)NC1CCCCC1
  0	20	-1	8	0	-1	-15	1	19	-4
O=C(C1CCCCC1)N1CCCC(c2nc(-c3ccc(F)cc3)no2)C1 (stereo not drawn)
  19	-4	-1	8	0	1	-11	2	11	5
O=C(CNC(=O)c1ccccc1F)NCCOc1cccc(Cl)c1Cl
  16	-2	1	-12	3	3	-11	5	2	-4
COc1ccc(/C=N/NC(=O)c2ccc3nc[nH]c3c2)cc1OC
  -25	11	3	-9	2	2	-18	.	15	2
O=C(NCc1n[nH]c(=S)n1-c1ccccc1)c1cccs1
  -5	-1	1	-1	0	0	-8	3	14	-6
Cc1ccc(-n2nc3c(N4CCC(C(=O)NCc5ccc(C)o5)CC4)nnc(C)c3c2C)cc1
  -4	-13	6	4	2	2	-7	.	16	0
Cc1cccc(CSC2=NN3CCCC(=O)N=C3S2)c1
  0	-69	-3	5	-2	-2	-31	2	-7	6
Cc1ccc(N(Cc2cc3ccc(C)cc3[nH]c2=O)S(=O)(=O)c2ccccc2)cc1
  21	25	9	11	2	0	-10	2	2	-3
C=CCOC(=O)C1=C[C@H](c2ccc(C(F)(F)F)cc2)C[C@H](OCCCCO)O1
  -7	23	.	12	0	-1	.	11	29	.
C/C(=N\Nc1cccc(Cl)c1)c1ccncc1
  -8	-117	-4	3	-1	5	-35	5	-6	-15
Cc1nn(Cc2ccccc2Cl)c(C)c1C(=O)NCCN1C(=O)S/C(=C\c2ccccc2)C1=O
  -7	-11	-3	-16	-1	-2	22	0	-14	-4
COc1ccc2[nH]c(C)c(CN3CCC(C)CC3)c(=O)c2c1
  -9	-31	-3	-3	-21	1	-25	4	33	2
Cc1ccc(C)c(Nc2ccc3nonc3c2[N+](=O)[O-])c1
  4	8	0	-2	0	1	-30	1	-4	1
Cc1sc(-c2ccccn2)nc1OC(=O)c1ccc(Cl)cc1
  2	5	1	-13	0	.	-7	-2	-15	1
COc1ccc(N2C(=O)CCC(C(=O)NCc3ccccn3)C2c2ccc(OC)c(OC)c2)cc1 (stereo not drawn)
  -1	-12	4	-2	2	-1	3	-6	1	2
Cc1ccc(OCCNC(=O)Cc2ccc(S(=O)(=O)N3CCOCC3)s2)cc1
  -13	-4	6	2	2	9	-16	0	0	1
COc1cc(C(=O)N2C[C@@H]3CCC[C@H]2C3)ccc1OC1CCN(C(C)=O)CC1
  2	-17	1	3	1	-1	-25	16	12	3
CCc1nn(CCCC(=O)NC(C)c2ccccc2)c(=O)c2cc3occc3n12 (stereo not drawn)
  2	4	-4	-2	0	-3	-26	10	-10	-10
CC1Cc2ccccc2N1C(=S)NC1CCCC1 (stereo not drawn)
  -2	14	-2	-5	-1	-2	3	-11	-3	1
Cc1ccc(O)c(C=Nc2cc(C)ccc2O)c1
  6	-92	0	-5	0	.	-11	2	5	3
CCc1cccc2c(C(=O)C(F)(F)F)cn(CC(=O)NCC3CCCO3)c12 (stereo not drawn)
  -1	-23	-2	-4	2	-1	-18	-3	9	4
O=C(CN1C(=O)COc2ccccc21)N1CCc2ccccc21
  1	35	6	7	4	-3	-17	-6	1	-1
O=C(CSc1ncn[nH]1)Nc1ccc(Br)cc1F
  0	-40	-4	-7	-1	2	-21	3	-6	-2

# These rows are one share of the data, so the mix of outcomes need not match the whole.
